Source: PubChem BioAssay
TDP-43 yeast inh: inhibitors of TDP-43 toxicity in yeast; TDP-43 expressing yeast growth rescue, BacTiter-Glo, 24 h; Potency, µM (doses to about 46.1 µM), for inactives: at the highest dose growth rescue (activation), hits mostly activators; hit rate 1.8% among 410,000; note: potency is the fitted concentration of half-maximal effect; % of control where 0% means no effect; nearly all actives have a fitted effect of over 50% in size
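In this qHTS, compounds that restore growth of yeast expressing TDP-43 appear as activators. Cells (OD600=0.02, galactose medium, raffinose-pregrown) are incubated with compound 24 hr at 30 deg C and growth is quantified by BacTiter-Glo.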
GLP1R ag: agonists of human GLP-1 receptor; P43220; HEK293 GLP-1R CRE-luciferase, luminescence, 4-6 h; cells express a hypersensitive GLP-1R form; Potency, µM (titrated, usually from 45.6 µM), inactives show at the highest dose activation, actives largely listed as activators; hit rate 0.007% among 380,000; AID 624172; note: potency is the fitted concentration of half-maximal effect; % of control where 0% means no effect
DRD3 agonist: activates the human D3 dopamine receptor; P35462; D3R DiscoveRx beta-arrestin cells, luminescence, 90 min; max activation, %; hit rate 0.58% among 410,000; in the data active = max activation above about 30%; note: 0% is about no effect; mostly tested at two doses, the higher about 12 µM
Target sequence (P35462 whole entry, looked up): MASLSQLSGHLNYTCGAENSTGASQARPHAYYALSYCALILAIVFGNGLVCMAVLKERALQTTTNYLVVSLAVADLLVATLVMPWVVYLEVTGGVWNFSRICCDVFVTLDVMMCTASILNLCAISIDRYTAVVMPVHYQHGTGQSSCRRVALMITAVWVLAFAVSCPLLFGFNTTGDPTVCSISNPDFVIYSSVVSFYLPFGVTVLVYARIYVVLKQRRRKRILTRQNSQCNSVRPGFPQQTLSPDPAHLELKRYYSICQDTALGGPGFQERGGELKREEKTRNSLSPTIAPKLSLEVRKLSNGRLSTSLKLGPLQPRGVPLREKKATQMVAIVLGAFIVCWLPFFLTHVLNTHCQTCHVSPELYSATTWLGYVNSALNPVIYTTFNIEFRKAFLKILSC
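Cells at 1500/well, incubated overnight, then treated with pinned compounds (dopamine as control) for 90 min at 37 degrees C. DiscoveRx reagent added for 30 - 60 minutes at room temperature; luminescence read.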
aSyn yeast inh: inhibitors of alpha-synuclein toxicity in yeast | Yeast expressing alpha-synuclein, growth rescue, BacTiter-Glo, 24 h | Potency, µM (doses to about 46.1 µM), for inactives: at the highest dose growth rescue (activation), usual class: activators | hit rate 0.14% among 370,000 | AID 652106; note: potency is the fitted concentration of half-maximal effect; % of control where 0% means no effect; nearly all actives have a fitted effect of over 65% in size
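Galactose-induced alpha-syn yeast (OD600=0.02, raffinose-pregrown) + pinned cpd, 24 hr, 30 deg C; growth by BacTiter-Glo luminescence. Growth restoration scores as activation.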
HEK293 tox: cytotoxicity counter-screen for GLP-1 receptor inverse agonists; Potency, µM (series often up to 38.3 µM), for inactives: at the highest dose activity change, negative = inhibition, actives largely listed as inhibitors; AID 624418; hit rate 0.13% among 410,000; HEK293 cAMP-luciferase reporter cells, luminescence, 24 h;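 note: loss of luciferase light is scored as toxicity; potency is the fitted concentration of half-maximal effect; % is set by controls: 0 for no effect and ±100 for the full control effect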
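Cells in DMEM/10% Nu serum/1% pen-strep, 1536-well format. Pre-incubated 12 h, dosed with 23 nL compound, incubated a further 24 h. Luciferase detection, 12 min at room temp, luminescence.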
D3 antag: D3 dopamine receptor (human) antagonism; P35462; D3R cells, DiscoveRx beta-arrestin luminescence, antagonist mode; active compounds read low; max response, negative = inhibition, %; hit rate 2.5% among 360,000; AID 652054; in the data active = max response below about -50%; inconclusive = no clear call, values can overlap the other calls; note: % is set by controls: 0 for no effect and ±100 for the full control effect; mostly tested at two doses, the higher about 12 µM
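Cells expressing the human receptor were seeded at 1500 cells/well, incubated overnight at 37 degrees C in 5% CO2, then exposed to library compounds with dopamine controls for 90 minutes at 37 degrees C before luminescent detection.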
GLP1R inv ag: GLP-1 receptor (human) inverse agonism | P43220 | HEK293 GLP-1R CRE-luciferase, luminescence, 24 h; GLP-1R form is constitutively active | Potency, µM (highest dose often 38.3 µM), without a hit: at the top dose activity change, negative = inhibition, usual class: inhibitors | hit rate 1.6% among 410,000 | AID 624417; note: potency is the fitted concentration of half-maximal effect; % is set by controls: 0 for no effect and ±100 for the full control effect; nearly all actives have a fitted effect of over 55% in size
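qHTS in 1536-well format: reporter HEK293 cells expressing constitutive GLP-1R activity in DMEM + 10% Nu serum, 24 hr with compounds at 37 deg C, luminescence read after 12 min with detection reagent.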
KB-V1 MDR tox: kills drug-selected multidrug resistant KB-V1 cells; KB-V1 MDR cells viability, CellTiter-Glo, 72 h; Potency, µM (top dose mostly 46.1 µM), for inactives: top-dose activity change, negative = cytotoxicity, usual class: cytotoxic; hit rate 3.4% among 400,000; note: potency is the fitted concentration of half-maximal effect; % is set by controls: 0 for no effect and ±100 for the full control effect; nearly all actives have a fitted effect of over 60% in size
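Cytotoxicity toward P-gp-expressing KB-V1 cells was determined as loss of CellTiter-Glo luminescence after 72 h at 37 degrees C. Compounds were tested in quantitative HTS format across a concentration range, with curves fitted to normalized data.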
PTHR1 ag: agonists of human PTHR1 parathyroid hormone receptor; Q03431; HEK293 GP2 PTHR1 cells, GloSensor cAMP luminescence, 1 h; Potency, µM (top dose mostly 115 µM), for the others: at the highest dose activation, most hits filed as activators; hit rate 0.075% among 410,000; note: potency is the fitted concentration of half-maximal effect; nearly all actives have a fitted effect of over 55% in size; some results filed as inactive show a strong effect at the top dose; inactives centre near -15; many of its hits are not listed in these tables
Target sequence (Q03431 whole entry, looked up): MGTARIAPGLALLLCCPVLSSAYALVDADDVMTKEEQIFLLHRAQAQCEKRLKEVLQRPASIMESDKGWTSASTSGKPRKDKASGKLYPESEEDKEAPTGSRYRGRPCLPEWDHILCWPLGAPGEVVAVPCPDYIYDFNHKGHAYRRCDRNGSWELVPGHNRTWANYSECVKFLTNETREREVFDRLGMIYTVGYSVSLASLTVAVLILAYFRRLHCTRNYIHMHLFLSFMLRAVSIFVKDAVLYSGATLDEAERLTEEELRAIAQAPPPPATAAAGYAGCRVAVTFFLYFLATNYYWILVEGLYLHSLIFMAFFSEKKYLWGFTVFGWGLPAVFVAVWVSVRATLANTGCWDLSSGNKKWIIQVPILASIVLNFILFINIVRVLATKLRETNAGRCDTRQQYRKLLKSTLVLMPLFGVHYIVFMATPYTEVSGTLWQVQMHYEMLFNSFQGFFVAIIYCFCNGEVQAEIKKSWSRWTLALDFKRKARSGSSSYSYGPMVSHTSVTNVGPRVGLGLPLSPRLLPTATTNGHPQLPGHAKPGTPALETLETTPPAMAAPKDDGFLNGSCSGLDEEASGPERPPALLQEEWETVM
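HEK-293-derived GP2 cells expressing PTHR1 and a GloSensor cAMP reporter, 3,000/well, plated overnight, given luciferin plus IBMX (each 0.5 mM as added) for 1 h at 37 °C, then compound for 1 h at 37 °C. Luminescence was read after 15 min at room temperature.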
The depositor's hits bear a star; i = inactive; ? = inconclusive; / = no result given; & = joins results of further samples; [ ] = another dose, or the depositor's remark. Unless noted, calls come from the whole dose curve; as a rule, active = well fitted curve in the direction sought with a large enough effect; inconclusive = small, poorly fitted or top-dose-only effect, or another doubt; inactive = no such curve, though single readings can be large; an effect the other way counts as inactive or inconclusive.

Sample of the layout, 16 compounds:
SMILES	TDP-43 yeast inh	GLP1R ag	DRD3 agonist	aSyn yeast inh	HEK293 tox	D3 antag	GLP1R inv ag	KB-V1 MDR tox	PTHR1 ag
COc1ccc(NC2CCCN(C(=O)c3cn(C)c4ccccc34)C2)cc1 (stereo not given)	11%	12%	-1	6%	-10%	2	16%	-1%	i
CC(=O)c1c(C)[nH]c(C(=O)OC2CCOC2=O)c1C (stereo not given)	2%	-2%	4	4%	-5%	-4	13%	19%	-1%[57.5 µM]
CCc1ccccc1NS(=O)(=O)c1ccc2[nH]cc(C(=O)NC3CCCC3)c(=O)c2c1	21%&-20%	-2%	-18&-15	-18%	-25%&-2%	-18	?	?	-78%[inhibitor]
C/C(=N\NC(=O)c1cc(-c2ccccc2C)nc2ccccc12)c1cccnc1	8%	11%	1	2%	8%	6	2%	/	i
CC(C)[C@@H](C(=O)N1CCN(C(=O)OC(C)(C)C)CC1)n1cc(CCO)nn1	13%	1%	3	1%	-27%	1	22%	-5%	-21%
O=C(NCCc1ccccc1)c1cc2ncc(Br)cn2n1	16%	-41%[inhibitor]	4	-9%	-9%	11	29%	0%	i
Oc1ccc(-c2csc(NCc3ccco3)n2)cc1	?	1%	0	-4%	-20%	?	17%	8%	-11%[57.5 µM]
COCCN(C(=S)Nc1ccc(Cl)cc1OC)C1CCN(C(C)=O)CC1	-7%	4%	-2	2%	1%	8	?	-7%	-2%
COc1ccccc1NC(=O)c1ccc(S(=O)(=O)N(C)C)cc1	25%	-2%	-4	0%	0%	-9	-14%	-6%	-7%
COC(=O)c1ccc(C(=O)OC)c(NC(=O)CCC(=O)O)c1	-3%	-4%	8	0%	0%	3	4%	11%	i
O=c1c2ccccc2[nH]c(=S)n1Cc1ccccc1Cl	0%	11%	0	16%	-12%	35	?	11%	-5%
COc1ccc(-c2nnc(SCC(=O)NC3CC3)o2)c(OC)c1	5%	-1%	-4	-6%	14%	11	14%	2%	-28%
O=C(CCCN1C(=O)/C(=C\c2ccco2)SC1=S)Nc1ccc2ccccc2c1	15%	4%	4	-6%	-6%	-2	1%	?	i
CCOc1ccccc1NC(=S)NC(=O)CCc1ccccc1	14%	9%	1	4%	?	1	?	-18%	-8%
Cc1ccc(S(=O)(=O)N(C)c2ccc(OC(=O)c3cccs3)cc2)cc1	17%	0%	-9	0%	24%	0	-24%	-8%	i
CC(=O)c1c(C)[nH]c(C(=O)CSc2nnc(CN3CCCCCC3=O)n2-c2ccccn2)c1C	-19%	0%	0	1%	6%	-19	2%	13%	i

The whole of this part (from the top)
SMILES	TDP-43 yeast inh	GLP1R ag	DRD3 agonist	aSyn yeast inh	HEK293 tox	D3 antag	GLP1R inv ag	KB-V1 MDR tox	PTHR1 ag
COc1ccc(NC2CCCN(C(=O)c3cn(C)c4ccccc34)C2)cc1 (stereo not given)	11%	12%	-1	6%	-10%	2	16%	-1%	i
CC(=O)c1c(C)[nH]c(C(=O)OC2CCOC2=O)c1C (stereo not given)	2%	-2%	4	4%	-5%	-4	13%	19%	-1%[57.5 µM]
CCc1ccccc1NS(=O)(=O)c1ccc2[nH]cc(C(=O)NC3CCCC3)c(=O)c2c1	21%&-20%	-2%	-18&-15	-18%	-25%&-2%	-18	?	?	-78%[inhibitor]
C/C(=N\NC(=O)c1cc(-c2ccccc2C)nc2ccccc12)c1cccnc1	8%	11%	1	2%	8%	6	2%	/	i
CC(C)[C@@H](C(=O)N1CCN(C(=O)OC(C)(C)C)CC1)n1cc(CCO)nn1	13%	1%	3	1%	-27%	1	22%	-5%	-21%
O=C(NCCc1ccccc1)c1cc2ncc(Br)cn2n1	16%	-41%[inhibitor]	4	-9%	-9%	11	29%	0%	i
Oc1ccc(-c2csc(NCc3ccco3)n2)cc1	?	1%	0	-4%	-20%	?	17%	8%	-11%[57.5 µM]
COCCN(C(=S)Nc1ccc(Cl)cc1OC)C1CCN(C(C)=O)CC1	-7%	4%	-2	2%	1%	8	?	-7%	-2%
COc1ccccc1NC(=O)c1ccc(S(=O)(=O)N(C)C)cc1	25%	-2%	-4	0%	0%	-9	-14%	-6%	-7%
COC(=O)c1ccc(C(=O)OC)c(NC(=O)CCC(=O)O)c1	-3%	-4%	8	0%	0%	3	4%	11%	i
O=c1c2ccccc2[nH]c(=S)n1Cc1ccccc1Cl	0%	11%	0	16%	-12%	35	?	11%	-5%
COc1ccc(-c2nnc(SCC(=O)NC3CC3)o2)c(OC)c1	5%	-1%	-4	-6%	14%	11	14%	2%	-28%
O=C(CCCN1C(=O)/C(=C\c2ccco2)SC1=S)Nc1ccc2ccccc2c1	15%	4%	4	-6%	-6%	-2	1%	?	i
CCOc1ccccc1NC(=S)NC(=O)CCc1ccccc1	14%	9%	1	4%	?	1	?	-18%	-8%
Cc1ccc(S(=O)(=O)N(C)c2ccc(OC(=O)c3cccs3)cc2)cc1	17%	0%	-9	0%	24%	0	-24%	-8%	i
CC(=O)c1c(C)[nH]c(C(=O)CSc2nnc(CN3CCCCCC3=O)n2-c2ccccn2)c1C	-19%	0%	0	1%	6%	-19	2%	13%	i
CC(=O)Nc1cccc(NC(=O)C2CCCN2C(=O)Nc2cccc(C)c2)c1 (stereo not given)	-23%	-1%	-23	9%	5%	-19	3%	-10%	-2%[57.5 µM]
CC1=C(C(=O)N(C(C)C)C(C)C)CC(CC(=O)NCc2cccs2)C(=O)N1Cc1ccc(F)cc1 (stereo not given)	14%	-2%	0	2%	-4%	-6	-4%	0%	i
COc1ccccc1C1CCN(C(=O)c2ccc(C(C)(C)C)cc2)CC1	12%	12%	3	-38%[inhibitor]	-3%	8	?	-1%	-11%
CC1(C(=O)NS(=O)(=O)c2cccc(Cl)c2)CCN1C(=O)c1ccccc1CCc1ccccc1 (stereo not given)	-3%	-2%	6	-43%[inhibitor]	-19%	13	?	5%	-30%[inhibitor]
COc1ccc(COC(=O)C2=C(C)NC(=O)NC2c2cccc(OC)c2OC)cc1 (stereo not given)	1%	13%	-1	-4%	15%	0	15%	-22%	-32%[inhibitor]
Cc1ccc(S(=O)(=O)N(C)c2ccc(C(=O)NCC3CCCO3)cc2)cc1 (stereo not given)	-3%	-3%	-2	-5%	3%	14	3%	-7%	i
COc1ccccc1CNC(=O)COC(=O)CCN1C(=O)C2CC=CCC2C1=O (stereo not given)	-1%	-6%	-3	0%	7%	-22	-8%	19%	-8%
Cc1ccccc1-n1c(SCc2c(C)noc2C)nnc1-c1cccnc1	-14%	8%	-9	-11%	6%	25	8%	-17%	-7%[57.5 µM]
Cc1c(-c2c(C#N)c(N)nc3c2CCCCCC3)cnn1C	-4%	4%	0	-1%	-17%	1	16%	-9%	-3%[57.5 µM]
COc1cccc(CNC(=O)Nc2cccs2)c1	-2%	26%	-6	-2%	22%	-15	-9%	2%	i
S=C(NCc1cccs1)Nc1ccccc1Cl	?	6%	-4	-6%	6%	23	0%	26µM*	-1%
CC#CCOCC1CNC(=O)O1 (stereo not given)	8%	-1%	1	0%	2%	9	31%[activator]	17%	i
O=c1cc2nc(-c3ccccc3F)nc(SCc3ccc(Br)cc3)n2[nH]1	5%	/	7	/	6%	/	-10%	-12%	-26%
CCn1c(COc2cccc3ccccc23)nnc1SCC(N)=O	17%	-5%	-6	4%	4%	10	6%	-6%	-1%
COc1cc2oc(=O)ccc2cc1-c1c(OC)ccc2ccc(=O)oc12	3%	25%	2	-6%	-3%	16	19%	?	i
COc1ccc(C2NC(=O)C(C)S2)cc1 (stereo not given)	-4%	-3%	6	-6%	4%	-10	0%	8%	i
COc1cccc2cc(C(C)N(CCCN3CCOCC3)C(=S)Nc3ccc(C)c(C)c3)oc12 (stereo not given)	-6%	2%	-14	-10%	3%	-26	-17%	-2%	-13%
O=C(C(Cl)Cl)N1c2ccccc2OCC1c1ccccc1 (stereo not given)	28%	-5%	6	0%	4%	-6	?	?	-13%[57.5 µM]
CCN(CC(=O)NCc1ccc(Cl)cc1)C(=O)CSc1cccc(C(F)(F)F)c1	?	-2%	-15	9%	-11%	-15	?	?	-5%
Cc1ccc(F)cc1NC(=O)c1cccc(N(C)C)c1	27%	3%	2	-8%	-8%	21	0%	1%	-8%
COc1ccc(CC(=O)NCCc2sc3nc(-c4ccc(OC)cc4)nn3c2C)cc1	17%	/	-6	/	-1%	/	8%	/	-53%[inhibitor]
CCCCC1=CC2=CC(=O)C(C)(OC(=O)C3CCCC3)C(=O)C2=CO1 (stereo not given)	-77%[inhibitor]	0%	0	-37%[inhibitor]	?	5	-5%	20%	-23%
CC1(C)CN2C(=O)c3ccccc3C2(C)S1 (stereo not given)	26%	10%	-3	-3%	2%	-4	11%	1%	-24%
Cc1ccc(F)cc1NC(=O)C1CC(=O)N(Cc2ccccc2)C1 (stereo not given)	-10%	-6%	-14	0%	14%	?	-4%	-1%	i

A second format for some results above.
SMILES | TDP-43 yeast inh | GLP1R ag | DRD3 agonist | aSyn yeast inh | HEK293 tox | D3 antag | GLP1R inv ag | KB-V1 MDR tox | PTHR1 ag
COc1ccc(COC(=O)C2=C(C)NC(=O)NC2c2cccc(OC)c2OC)cc1 (stereo not given) | 1% | 13% | -1 | -4% | 15% | 0 | 15% | -22% | -32%[inhibitor]
COc1ccc(C2NC(=O)C(C)S2)cc1 (stereo not given) | -4% | -3% | 6 | -6% | 4% | -10 | 0% | 8% | i

These rows are one share of the data; rates above refer to the full screens.
